Assay outcomes deposited in PubChem BioAssay by several laboratories.
INS promoter inh = TRM-6 insulin promoter activity inhibition | TRM-6 cells (human fetal islet line), insulin promoter-eGFP reporter, imaging; reporter expression induced with tamoxifen | inhibition, % at 2 µM | 130,000 tested, 0.9% active | AID 1273;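 active means inhibition above the mean plus 3 SD, with well images judged a real hit on visual review, cut at about 60% in these data, passing the limit was not always enough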
sdo1 growth = compounds rescuing growth of sdo1-depleted yeast, bone marrow failure model | z-score at 10 µM | AID 817 | S. cerevisiae sdo1-depleted JHY4D growth rescue, OD600 30 h; active compounds read high; pdr5 snq2 efflux-pump mutant strain | 140,000 tested, 0.21% active;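 active means z-score above 3 at both the 24 hr and the 30 hr optical density reads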;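 further: z-score against mean and SD of all compound wells on the same plate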
sdo1 growth Rescue 24 h = second read-out of sdo1 growth, no call of its own (marks repeat the call); z-score; S. cerevisiae sdo1-depleted JHY4D growth rescue, OD600; measured here: growth rescue at 24 h;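 0 is the plate mean of compound wells and units are plate SD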
The depositor's hits bear a star; / = no result given.

INS promoter inh,sdo1 growth,sdo1 growth Rescue 24 h,SMILES
66*,-1.6,-1.3,COc1cc2c(cc1OC)-c1cc(OCc3ccccc3Cl)nc(=O)n1CC2
/,0.51,0.85,Cc1cccc(C)c1NC(=O)C(NC=O)c1ccccc1 (stereo unspecified)
-22,/,/,O=C(O)c1cc2c(cc1Cl)N1CCCCCC1=NS2(=O)=O
0,0.93,-0.35,COc1ccc2[nH]c(=O)c(CN(C(=O)NC3CCCCC3)C3CCCC3)cc2c1
/,-2,-1.9,COc1ccc(NC(=O)c2ccc3ccccc3n2)cc1S(=O)(=O)N1CCCCC1
6,0.69,-0.54,CCOC(=O)N1CCN(c2cc(=O)n(Cc3ccc(F)cc3)c(=O)[nH]2)CC1
-11,-1.5,-0.7,c1ccc(CCn2c(SCc3ccccc3)nnc2-c2ccncc2)cc1
24,0.53,-0.12,CCN1CCN(c2ccc(NC(=O)c3cccc4ncccc34)cc2)CC1
56,1.1,0.62,O=C1CC(N2CCCCC2)C(=O)N1c1ccccc1 (stereo unspecified)
/,0.58,0.83,O=C(NC1CCCCC1)C(c1ccccc1)N(Cc1ccco1)C(=O)Cn1cnc2ccccc21 (stereo unspecified)
-37,0.75,0.49,Cc1c(C)n(C(=O)CN2CCN(c3ccccn3)CC2)c2ccccc12
-12,-0.26,-1.1,CC(=O)N=c1sc2nc3ccccc3nc2n1N(C(C)=O)C(C)=O
44,/,/,COc1ccc(S(=O)(=O)N2CCCCC2)cc1NS(=O)(=O)c1ccccc1F
37,-0.59,-0.25,O=C(NN=C1CCN(Cc2ccccc2)CC1)C(O)c1ccccc1 (stereo unspecified)
38,-1.3,-1.3,CC1=[N+](C)c2ccc3ccccc3c2C1(C)C
-36,/,/,CCN(CC)CCCNC(=O)c1ccc2c(Cl)c3c(nc2c1)CCCC3
/,0.46,0.65,C#CCOC(=O)CCCNc1ccc([N+](=O)[O-])cc1[N+](=O)[O-]
42,-1.4,0.01,COC(=O)c1ccc(Oc2nc(Nc3ccc(F)cc3)nc(N3CCCC3)n2)cc1
/,-0.78,0.48,CC(C)C(c1nnnn1C1CCCC1)N1CCN(c2ccccc2F)CC1 (stereo unspecified)
31,0.71,0.51,CCC(=O)NC(Nc1cc(C)cc(C)n1)(C(F)(F)F)C(F)(F)F
-5,0.65,0.58,CCCNC(=O)OC[C@H]1O[C@H](CCO/N=C/C[C@@H]2C=C[C@H](OC(C)=O)[C@@H](COC(C)=O)O2)C=C[C@@H]1Oc1ccc(OC)cc1
-39,-0.32,1.1,CCOC(=O)C1CCCN(C(=O)c2sc3nc(-c4ccc(OC)cc4)cn3c2C)C1 (stereo unspecified)
14,0.4,-0.29,CCCNC(=O)c1ccccc1NS(=O)(=O)c1ccc(OC)c(OC)c1
/,-0.69,0.95,CC(C)OC(=O)Cn1cnc2ccc(Br)cc2c1=O
-5,-0.81,-0.16,COc1ccc(-c2csc(N3CCN(Cc4ccc5c(c4)OCO5)CC3)n2)cc1
-38,-0.32,-0.65,Cc1c(Cl)c(C(=O)NNC(=S)Nc2ccccc2)nn1C
-29,-1.1,-1.3,CN(CCC#N)c1ccc(/C=C(\C#N)c2ccccn2)cc1
10,/,/,CCc1ccc(C(=O)OCC(=O)c2c(N)n(CC(C)C)c(=O)n(C)c2=O)cc1
41,-0.9,-1.3,CCOc1ccc2[nH]c(=O)c(CN(CCCO)C(C)=O)cc2c1
38,0.4,0.09,N#CC(c1ccccc1)(c1ncc(C(F)(F)F)cc1Cl)N1CCOCC1 (stereo unspecified)
/,-0.55,-1.4,Cn1c(SCC(=O)Nc2cccc(NC(=O)c3cccs3)c2)nnc1-c1ccncc1
/,-1,0.26,COc1ccc(/C(N)=N/OC(=O)c2cccc([N+](=O)[O-])c2)cc1OC
-7,/,/,CCOC(=O)CSc1nn(-c2ccccc2)c(=S)s1
64,1,0.12,CC(O)C(=O)NCCOCCOCCNC(=O)C(C)O (stereo unspecified)
0,-0.67,-1.1,Cc1[nH]c(C(=O)N/N=C/c2ccc(C(=O)O)cc2)c(C)c1C(=O)N/N=C/c1ccc(C(=O)O)cc1
10,0.2,-0.48,COc1ccc(CN2C3CCCC2CC(NC(=O)Nc2cccc(C)c2)C3)cc1 (stereo unspecified)
-3,-0.62,-0.47,Cc1ccc(-c2c3c(=O)n(C)c(=O)n(C)c3cn2CCCN2CCOCC2)cc1
25,0.3,1.6,CC1CCCN(C(c2cccs2)c2nnnn2Cc2ccccc2)C1 (stereo unspecified)
14,/,/,CCN(C(=O)COC(=O)c1ccc(Br)o1)C1CCCCC1
/,-0.02,-0.63,O=C(O)COc1ccccc1C1C2C(=O)N(c3ccccc3)C(=O)C2ON1c1ccccc1 (stereo unspecified)

Given with values under each structure: 13 of the compounds above.
Every second line gives: INS promoter inh, sdo1 growth, sdo1 growth Rescue 24 h
Cc1c(Cl)c(C(=O)NNC(=S)Nc2ccccc2)nn1C
 : -38, -0.32, -0.65
CN(CCC#N)c1ccc(/C=C(\C#N)c2ccccn2)cc1
 : -29, -1.1, -1.3
CCc1ccc(C(=O)OCC(=O)c2c(N)n(CC(C)C)c(=O)n(C)c2=O)cc1
 : 10, /, /
CCOc1ccc2[nH]c(=O)c(CN(CCCO)C(C)=O)cc2c1
 : 41, -0.9, -1.3
N#CC(c1ccccc1)(c1ncc(C(F)(F)F)cc1Cl)N1CCOCC1 (stereo unspecified)
 : 38, 0.4, 0.09
Cn1c(SCC(=O)Nc2cccc(NC(=O)c3cccs3)c2)nnc1-c1ccncc1
 : /, -0.55, -1.4
COc1ccc(/C(N)=N/OC(=O)c2cccc([N+](=O)[O-])c2)cc1OC
 : /, -1, 0.26
CCOC(=O)CSc1nn(-c2ccccc2)c(=S)s1
 : -7, /, /
CC(O)C(=O)NCCOCCOCCNC(=O)C(C)O (stereo unspecified)
 : 64, 1, 0.12
Cc1[nH]c(C(=O)N/N=C/c2ccc(C(=O)O)cc2)c(C)c1C(=O)N/N=C/c1ccc(C(=O)O)cc1
 : 0, -0.67, -1.1
COc1ccc(CN2C3CCCC2CC(NC(=O)Nc2cccc(C)c2)C3)cc1 (stereo unspecified)
 : 10, 0.2, -0.48
Cc1ccc(-c2c3c(=O)n(C)c(=O)n(C)c3cn2CCCN2CCOCC2)cc1
 : -3, -0.62, -0.47
CC1CCCN(C(c2cccs2)c2nnnn2Cc2ccccc2)C1 (stereo unspecified)
 : 25, 0.3, 1.6

Additional structures follow:
INS promoter inh,sdo1 growth,sdo1 growth Rescue 24 h,SMILES
-16,1.9,2.1,N#CC(=C=[N-])c1nc2ccccc2nc1-[n+]1ccccc1
-8,0.6,1.4,Cc1cc(C)n(C(=O)CCCCCCCCC(=O)n2nc(C)cc2C)n1
-10,-0.35,-0.27,COc1ccc(S(=O)(=O)N(C)CC(=O)Nc2ccc(F)cc2)cc1
/,1.3,1.7,Cc1ccc(Cl)cc1N1CCN(CC(O)COCc2ccco2)CC1 (stereo unspecified)
-32,-1.2,-0.75,C=CCOc1c(Br)cc(CNc2nccs2)cc1OC
-4,0.14,-0.51,COc1ccc(NC(=S)NCC2CCCO2)c(OC)c1 (stereo unspecified)
-16,/,/,Cc1ccc(CNC(=O)C2CN(S(C)(=O)=O)c3cc(Cl)ccc3O2)cc1 (stereo unspecified)
-17,0.59,0.25,Cc1ccc2c(c1)NCCO2
0,-0.25,0.41,O=C1CN(C(=O)COc2ncnc3ccccc23)c2ccccc2N1
-36,/,/,COc1ccc(NC(=O)c2ccc(-c3ccc(OC)cc3)s2)cc1
-23,-0.21,-0.78,COc1ccccc1NC(=O)Cc1nn(C)c(=O)c2ccccc12
/,-0.47,-0.6,Fc1ccc(-c2nnc(Cc3nnc(-c4ccc(F)cc4)o3)o2)cc1
-82,/,/,Cc1[nH]c2ccccc2c1SCC(=O)N1CCC(C)CC1
-82,-0.22,-0.03,CCn1c(Cc2ccccc2)nnc1SCC(=O)Nc1ccccc1
3,-0.23,-0.86,COc1ccc(/C=N/O)cc1COc1ccc(NC(C)=O)cc1
12,-1.5,-1.3,CCOC(=O)COc1c(OC)cc(Cl)cc1C1Nc2ccccc2C(=O)N1c1ccc(F)cc1 (stereo unspecified)
/,0.63,0.08,Cc1ccccc1OCc1nnc2n1CC(C)S2 (stereo unspecified)
29,0.15,0.54,O=C(Nc1ccccc1)Nc1nc(-c2ccc(F)cc2)cs1
-3,/,/,Cc1ccc(F)cc1NC(=O)CN1CCN(c2ccccn2)CC1
56,/,/,O=C(Nc1cccc(S(=O)(=O)C(F)F)c1)c1ccc(S(=O)(=O)N2CCCCC2)cc1

Three structures already listed, arranged by molar mass, lowest first.
INS promoter inh,sdo1 growth,sdo1 growth Rescue 24 h,SMILES
0,-0.25,0.41,O=C1CN(C(=O)COc2ncnc3ccccc23)c2ccccc2N1
-10,-0.35,-0.27,COc1ccc(S(=O)(=O)N(C)CC(=O)Nc2ccc(F)cc2)cc1
56,/,/,O=C(Nc1cccc(S(=O)(=O)C(F)F)c1)c1ccc(S(=O)(=O)N2CCCCC2)cc1

Going on with the list:
INS promoter inh,sdo1 growth,sdo1 growth Rescue 24 h,SMILES
/,-1.6,-1.4,COc1cc(S(=O)(=O)N2CCN(Cc3ccc4c(c3)OCO4)CC2)c(C)cc1C
/,2.5,4.1,CC/S(C)=N/S(=O)(=O)c1ccc(C)cc1 (stereo unspecified)
0,/,/,CCn1cc(-c2cc(C(=O)O)c3ccccc3n2)cn1
/,-1,-1.5,O=C(/C=C/c1cccc(Br)c1)N1CCN(c2cccc(C(F)(F)F)c2)CC1
-17,-1.3,-1.2,COc1ccc(CCNC(=O)c2nnn(-c3cc(C)cc(C)c3)c2N)cc1OC
-18,0.35,-0.83,CCCSc1nnc(C(C)C)n1N
27,/,/,Cc1[nH]c2ccccc2c1C(=O)NS(=O)(=O)Nc1ccc(Cl)cc1
/,0.14,-0.2,COc1ccc(C(=O)N2CC3(CC(c4cccc([N+](=O)[O-])c4)=NO3)C[C@H]2C(=O)NCC(N)=O)cc1 (stereo partly specified)
/,0.53,0.35,N#C/C(=C(/O)c1ccco1)c1nc2ccccc2s1
/,0.82,1.4,COC(=O)c1[nH]c2cc(OC)ccc2c1NC(=O)CCN1CCCC(C)(C)C1
-4,0.45,-0.1,O=C(NCc1ccoc1)c1ccc(NC(=O)c2ccccc2Cl)cc1
-9,/,/,Nn1c(SCC(=O)NC(=O)Nc2ccc3c(c2)OCCO3)nnc1C1CC1
-21,1.2,0.69,O=C(CCN1C(=O)COc2ccccc21)N1CCN(c2ccccn2)CC1
-23,-0.01,-0.35,CCOC(=O)c1cnn(-c2nc(-c3ccccc3F)cs2)c1C(F)(F)F
-35,-0.25,-0.44,O=C(NC1CCCCC1)C(Cc1ccccc1)N1C(=O)C2C3CCC(C3)C2C1=O (stereo unspecified)
17,-2.1,-1.1,Cc1ccccc1OCc1nc2ccccc2c(=O)n1/N=C/c1ccco1
53,-0.08,-0.44,CCCCc1c(O)nc(SCC(=O)c2ccccc2)[nH]c1=O
-33,1.1,0.38,Cc1c(NC(=O)COC(=O)C2CC3C=CC2C3)c(=O)n(-c2ccccc2)n1C (stereo unspecified)
-13,-3.1,-1.7,CCOC(=O)/C(=C\c1cccnc1)C(=O)c1cc(C(C)=O)c(Nc2ccccc2)s1
-49,1.7,0.69,CC1(C)CC(=O)C=C(NNC(=O)c2ccccc2O)C1
-20,0.09,0.56,O=S(=O)(NCCc1ccccc1)c1cccc2nsnc12
29,0.34,0.39,COc1ccc(NC(=O)CN2CCN(CC(=O)Nc3ccccc3Cl)CC2)cc1
/,0.14,0.59,O=C(CN1CCC(C(=O)c2ccc(F)cc2)CC1)Nc1ccccc1
/,0.45,0.3,O=S(=O)(c1cccs1)N1CCc2ccccc21
-29,/,/,CC(C)(C)c1nc(SCC(=O)N2CCCC2)c2ccccc2n1
11,/,/,CN1C(=O)CS/C1=N\NC(=O)COc1cccc2cccnc12
-6,-0.45,-0.85,Cc1ccc(NC(=O)COC(=O)C2CC2C)c(S(=O)(=O)N2CCCCC2)c1 (stereo unspecified)
-8,/,/,Cc1ccc(CN(Cc2ccco2)C(=S)NCC(=O)NCc2cccnc2)cc1
4,-0.05,-0.35,CN(C)C(=O)N1CCC(C(=O)NC2CCCCCCC2)CC1
-24,0.42,-0.74,O=C(CCC1CCCC1)NCc1cccs1
60,0.57,-0.48,Cc1cc(N2CCN(C(=O)c3ccco3)CC2)n2ncnc2n1
26,0.83,0.58,Cc1ccccc1OCC(=O)Nc1ccc(S(=O)(=O)Nc2ccccn2)cc1
/,-0.21,-0.36,Cc1csc(NC(=O)c2cc3c(s2)CCC3)n1
0,/,/,O=c1cnnc(N/N=C/c2c[nH]c3ccccc23)[nH]1
-35,0.09,-0.36,O=C(Nc1nnc(C2CCCCC2)s1)c1ccco1
-29,-0.06,0.35,COc1cc2nc(C3CCC3)n(NC(=O)COc3ccccc3)c(=O)c2cc1OC
64,-0.66,-0.88,Cc1ccc(Nc2cc(=O)n(C3CCCCC3)c(=O)[nH]2)cc1C
-39,0.71,0.33,CCNC(=S)N/N=C/c1cccs1
-119,-0.26,-0.47,O=c1oc2cc(O)ccc2c2c1CCCC2
-10,0.89,-0.61,COc1cccc(NC(=O)Cn2nnc(C(=O)Nc3ccccc3)c2N)c1
-10,-1.7,-1.2,OC(COc1ccccc1)Cn1c2ccccc2c2ccccc21 (stereo unspecified)
-10,0.49,0.42,CCOc1ccc(C2=Cc3cc(OC)c(OC)cc3C(=C(Cl)Cl)O2)cc1
23,/,/,C/C(CCc1ccccc1)=N/NC(=O)C(=O)NC(C)c1ccccc1 (stereo unspecified)
-5,0.37,0.21,Cc1sc(NC(=O)c2ccco2)c(C(c2cccnc2)N2CCN(C)CC2)c1C (stereo unspecified)
-17,-0.61,-0.65,O=C(Nc1cccc(Cl)c1)N(CCN1CCOCC1)Cc1ccccc1F
21,1.3,1.9,COc1ccccc1NC(=O)CC(NC1CCCCC1)C(=O)O (stereo unspecified)
/,0.51,0.72,CC(=C/C(=O)O)/C=C/c1ccc([N+](=O)[O-])cc1
36,0.19,-0.34,CCSc1nnc(NC(NC(C)=O)(C(F)(F)F)C(F)(F)F)s1
